DNMT1 inh – DNMT1 (human) enzyme inhibition; P26358; inhibition (reported as % activation of signal), % at 10 µM; DNMT1 molecular beacon, Hinp1I cleavage, fluorescence; 360,000 tested, 0.83% active; in the data active means inhibition above about 50%
Tb MetRS inh – Trypanosoma brucei MetRS inhibition; inhibition, % at 11.9 µM; purified T. brucei MetRS, ATP depletion, Kinase-Glo luminescence; 360,000 tested, 0.4% active;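 active means inhibition above a per-plate cutoff of the control wells' mean inhibition plus 3 SD, cut at about 5.5% in these data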;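 further: 0% = DMSO wells median and 100% = median of wells with control inhibitor compound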
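Assay system: T. brucei methionyl-tRNA synthetase, purified | Medium: HEPES buffer with MgCl2, KCl, DTT, spermine, BSA, pyrophosphatase | Compound: 11.9 µM single point | Incubation: 15 min enzyme-compound preincubation, 2 h reaction, 10 min detection, 25 °C | Measured by: Kinase-Glo luciferase luminescence reporting remaining unconsumed ATP | Measure: % inhibition normalized to control-well medians | Replication: Singlicate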
CendR NRP1 mod – NRP-1/CendR interaction modulation; O14786; FAM-RPARPAR peptide binding to NRP-1, fluorescence polarization; inhibition, % at 25 µM; 360,000 tested, 0.85% active;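 active means inhibition or corrected inhibition above about 18%, plus a signal ratio from 0.5 to 1.5, limit read from the data, passing the limit was not always enough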; further: strong numbers were not always called active
NadD inh – inhibitors of Staphylococcus aureus NadD | 360,000 tested, 0.78% active | inhibition, % at 20 µM | purified NadD enzyme, colorimetric absorbance read-out; in the data active means inhibition above about 26%; further: some compounds past the cut are filed as inactive
STEP inh – STEP (human) phosphatase inhibition; P54829; inhibition, % at 20 µM; 360,000 tested, 0.25% active; recombinant STEP, OMFP fluorogenic substrate, fluorescence;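 active means inhibition at 20 µM, scaled per plate between control wells, above about 37%, limit read from the data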;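 further: 0% = DMSO with enzyme and substrate and 100% = substrate only without enzyme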
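Also added – OMFP at 25 µM · Test system – STEP tyrosine phosphatase · Technique – FITC-channel fluorescence of OMFP product · Schedule – 20 min at room temperature, dark · Evaluation – control-normalized % inhibition with plate pattern correction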
SUMO1-SIM PPI – modulators of human SUMO1-mediated protein-protein interactions. SUMO1 binding to a labelled peptide, TR-FRET, 1 h. inhibition, % at 20 µM. 360,000 tested, 0.33% active. AID 602429; in the data active means inhibition above about 37%
Scp1 inh – inhibitors of human Scp-1 phosphatase | 340,000 tested, 0.88% active | Recombinant Scp1, phosphopeptide, malachite green phosphate absorbance | AID 493091 | Q9GZU7 | inhibition, % at 20 µM;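 active means inhibition above about 50% at 20 µM, limit read from the data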;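 further: plate controls were DMSO wells with enzyme for no effect and wells lacking enzyme for full effect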
Target sequence (Q9GZU7 76-261 limits assumed): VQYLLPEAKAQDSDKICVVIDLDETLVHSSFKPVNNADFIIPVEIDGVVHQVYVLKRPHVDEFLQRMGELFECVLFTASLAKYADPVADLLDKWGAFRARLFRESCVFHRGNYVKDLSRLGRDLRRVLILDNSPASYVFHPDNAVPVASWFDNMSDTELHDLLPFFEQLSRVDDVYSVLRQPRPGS
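assay system = SCP-1 phosphatase catalytic domain, residues 76-261 | buffer or medium = 50 mM Tris acetate pH 5.5, 0.005% Tween-20, 10 mM MgCl2 | incubation = enzyme reaction 45 min at room temperature, colour 5 min, stabilisation 30 min | signal = Phosphate-binding colour reagent, absorbance read at 630 nm | measure = % inhibition at 20 µM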
Neddylation inh – inhibitors of human cullin neddylation | P61081+Q13564 | TR-FRET cullin neddylation, biochemical | calls only at 25 µM | 360,000 tested, 0.58% active; in the data active means inhibition above about 36%
Target sequence (P61081 whole entry, looked up): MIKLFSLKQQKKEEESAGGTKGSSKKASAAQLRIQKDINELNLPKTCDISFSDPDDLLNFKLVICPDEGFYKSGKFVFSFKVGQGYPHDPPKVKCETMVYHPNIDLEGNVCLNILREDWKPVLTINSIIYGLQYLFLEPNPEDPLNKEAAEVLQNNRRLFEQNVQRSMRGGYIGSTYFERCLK
Target sequence (Q13564 whole entry, looked up): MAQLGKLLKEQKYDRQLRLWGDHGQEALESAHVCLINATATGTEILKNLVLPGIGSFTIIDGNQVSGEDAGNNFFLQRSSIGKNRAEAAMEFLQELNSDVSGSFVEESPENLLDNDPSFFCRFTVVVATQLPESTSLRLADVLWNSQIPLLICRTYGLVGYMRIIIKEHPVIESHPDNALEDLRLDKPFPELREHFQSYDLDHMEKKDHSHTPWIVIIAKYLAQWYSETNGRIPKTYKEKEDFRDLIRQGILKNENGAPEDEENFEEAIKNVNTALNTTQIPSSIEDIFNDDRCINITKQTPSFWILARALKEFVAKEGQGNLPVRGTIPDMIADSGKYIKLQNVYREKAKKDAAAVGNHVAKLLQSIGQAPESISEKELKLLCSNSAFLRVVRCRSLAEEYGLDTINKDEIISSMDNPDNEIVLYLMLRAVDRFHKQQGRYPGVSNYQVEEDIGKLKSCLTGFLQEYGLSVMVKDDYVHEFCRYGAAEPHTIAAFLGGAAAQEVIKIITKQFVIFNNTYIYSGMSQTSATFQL
LMPTP block – blocks human LMPTP phosphatase | P24666 | recombinant LMPTP-A, OMFP fluorogenic substrate, fluorescence intensity | inhibition, % at 20 µM | 360,000 tested, 0.22% active | AID 651560;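 active means compounds that cut the enzyme signal by at least half of the control window in the single-dose screen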;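 further: plate controls were DMSO wells with enzyme plus substrate for no effect and substrate without enzyme for full effect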
Target sequence (P24666 whole entry, looked up): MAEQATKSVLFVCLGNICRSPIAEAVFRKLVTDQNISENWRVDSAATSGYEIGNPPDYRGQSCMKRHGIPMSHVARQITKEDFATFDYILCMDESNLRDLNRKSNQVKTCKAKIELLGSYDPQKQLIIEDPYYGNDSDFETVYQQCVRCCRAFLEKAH
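Test system: LMPTP-A phosphatase enzyme. Amount: LMPTP-A at 0.625 nM final in the reaction. Reagent: OMFP substrate, 400 µM final. Times: 50 min at room temperature. Signal: endpoint fluorescence intensity from OMFP dephosphorylation. Read-out basis: % inhibition. Benchmarks: no-enzyme and uninhibited controls.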
SKN-1 inh – C. elegans SKN-1 inhibition; 360,000 tested, 0.49% active; C. elegans VP596 Pgst-4::GFP/RFP ratio, acrylamide-induced, 24 h; inhibition, % at 21.8 µM; AID 624304;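 active means interference check ratio from 0.5 to 1.5 plus GFP to RFP signal ratio inhibition reaching or exceeding a fixed threshold, cut at about 30% in these data, passing the limit was not always enough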; further: some compounds called inactive have numbers as strong as hits
Active calls of the source: *; i = inactive; / = not tested or not shown.

Below each compound: DNMT1 inh	Tb MetRS inh	CendR NRP1 mod	NadD inh	STEP inh	SUMO1-SIM PPI	Scp1 inh	Neddylation inh	LMPTP block	SKN-1 inh
(1) Cc1c(N(C(=O)c2cc(=O)[nH]c3ccccc23)C(C)C)c(=O)n(-c2ccccc2)n1C
    2	-0.2	-10	-4	-3	-5	-9	i	1.6	-7
(2) Cc1ccc(NC(=O)Nc2ccc(F)c(Cl)c2)cc1
    12	0.6	-1	-6	2	4	-13	i	-0.2	0
(3) Cc1cc(C)c(NC(=O)COc2ccccc2C(=O)Nc2ccc3c(c2)oc2ccccc23)c(C)c1
    15	-0.7	14	24	-2	0	-3	i	3.8	12
(4) COCCNC(=O)c1ccc(N2CC3CC(C2)c2cccc(=O)n2C3)c(NC(=O)c2ccc(F)cc2)c1 (centres undefined)
    0	-0.2	8	-4	0	2	2	i	-1.5	13
(5) O=C(Nc1ccccc1)N(Cc1ccccc1)Cc1ccccc1
    -6	-0.7	10	-5	0	-1	-2	i	1.5	16
(6) OC(c1ccc(Cl)c(F)c1)c1ncc(-c2ccc(Cl)cc2)[nH]1 (centres undefined)
    5	5.8*	-8	-4	-1	-1	/	i	0.8	10
(7) CC1=C(SCCC#N)S/C(=C2\SC(C)=C(SCCC#N)S2)S1
    -4	0.1	1	3	8	-7	1	i	8.3	2
(8) CCc1nc(N[C@H](C(=O)O)C(C)C)c2oc3ccccc3c2n1
    -2	-0.5	1	-2	2	8	6	i	-1.1	0
(9) CC(O)(c1ccccc1)c1nc(-c2ccccc2)cs1 (centres undefined)
    -2	-0.3	3	-7	-2	4	/	i	1.5	-10
(10) COc1c2ccoc2c(OC(C)=O)c2oc(C)cc(=O)c12
    0	-0.7	1	-6	-2	6	-10	i	-1.0	9
(11) CC(=O)N1CCc2cc(S(=O)(=O)CCC(=O)NCc3ccc4c(c3)OCO4)ccc21
    4	-0.2	10	2	-1	0	0	i	-1.2	-2
(12) Cc1cc(=O)[nH]c(SCC(=O)c2ccc(C(C)C)cc2)n1
    -1	-0.5	19	1	-4	3	-5	i	-1.1	5
(13) COC(=O)c1cc(Nc2cc(C)c3c(O)cccc3n2)cc(C(=O)OC)c1
    -14	0.0	1	21	2	9	0	i	43	6
(14) Cc1cc(C(=O)Nc2cnc3ccccc3c2)ccc1[N+](=O)[O-]
    -5	-0.3	12	-3	-4	-6	-5	i	-1.2	0
(15) CCOC(=O)c1cc(C(=O)NCc2ccc(Cl)cc2Cl)nn1C
    4	-0.4	3	-2	-1	1	1	i	-1.4	9
(16) CCN(CC)S(=O)(=O)c1ccc(N2CCOCC2)c(NC(=O)COc2ccccc2C#N)c1
    -3	0.3	8	-7	0	3	-6	i	0.6	12
(17) Cc1ccc(OCCNC(=O)c2ccc(NC(=O)CC3SC(N4CCCC4)=NC3=O)cc2)cc1 (centres undefined)
    0	-0.2	6	5	2	-2	0	i	0.4	16
(18) COc1ccc(OC)c(NC(=O)C2CCCCC2)c1
    -5	-1.2	12	3	2	2	-3	i	-1.1	6
(19) COCC1CCN(Cc2cn(C)nc2-c2cccc(Cl)c2)C1 (centres undefined)
    -3	-0.4	4	-1	1	1	-1	i	0.0	1
(20) O=c1cc(CNc2cc(C(F)(F)F)cc(C(F)(F)F)c2)nc2sccn12
    0	1.6	7	-1	4	5	-10	i	1.4	13
(21) CCOC(=O)C1=C(C)NC(C)=C(C(=O)OCC)C1c1cccc([N+](=O)[O-])c1
    2	-0.2	4	-10	-2	-2	/	i	0.2	8
(22) CSC1=NCCN1C(=O)c1ccc(S(=O)(=O)N2CCCC2)cc1
    -8	-0.7	-18	8	1	-5	5	i	-2.4	-1
(23) CCOc1ccc(NC(=O)CN(C)C(=O)c2c(-c3ccccc3Cl)noc2C)cc1OCC
    -2	0.2	0	-5	0	0	-6	i	-0.3	-1
(24) CCCCN(C(=O)CSc1nncn1-c1ccccc1OC)c1c(N)n(Cc2ccccc2)c(=O)[nH]c1=O
    0	-0.6	22	3	2	0	2	i	-0.4	7
(25) c1ccc(Cn2nnnc2C(c2cccnc2)N2CCN(C3CCCCC3)CC2)cc1 (centres undefined)
    1	-0.7	8	5	-1	-5	-2	i	0.4	6
(26) Oc1cccc(C(=S)N2CCN(Cc3ccccc3)CC2)c1
    -2	-0.8	1	1	2	17	2	i	0.9	7
(27) CCCc1[nH]nc2c1C(c1cn[nH]c1-c1ccc(F)cc1)C(C#N)=C(N)O2 (centres undefined)
    -18	0.4	-2	1	0	-2	-17	i	-1.3	5
(28) O=C(Cc1ccccc1)Nc1ccc(Br)c(Cl)c1
    -4	-0.6	-7	0	-3	-2	-2	i	-1.9	22
(29) Cc1nc(NC(=O)C2CC2)sc1C(=O)NC1CCCCC1
    -2	0.0	7	-5	5	-2	-6	i	0.7	0
(30) COc1ccccc1N(CC(=O)N1CCC(C(N)=O)CC1)S(=O)(=O)c1ccccc1
    3	0.4	-6	-6	-4	-2	-4	i	0.2	-6

Part of the list above, tab-delimited.
no.	SMILES	DNMT1 inh	Tb MetRS inh	CendR NRP1 mod	NadD inh	STEP inh	SUMO1-SIM PPI	Scp1 inh	Neddylation inh	LMPTP block	SKN-1 inh
1	Cc1c(N(C(=O)c2cc(=O)[nH]c3ccccc23)C(C)C)c(=O)n(-c2ccccc2)n1C	2	-0.2	-10	-4	-3	-5	-9	i	1.6	-7
2	Cc1ccc(NC(=O)Nc2ccc(F)c(Cl)c2)cc1	12	0.6	-1	-6	2	4	-13	i	-0.2	0
3	Cc1cc(C)c(NC(=O)COc2ccccc2C(=O)Nc2ccc3c(c2)oc2ccccc23)c(C)c1	15	-0.7	14	24	-2	0	-3	i	3.8	12
4	COCCNC(=O)c1ccc(N2CC3CC(C2)c2cccc(=O)n2C3)c(NC(=O)c2ccc(F)cc2)c1 (centres undefined)	0	-0.2	8	-4	0	2	2	i	-1.5	13
5	O=C(Nc1ccccc1)N(Cc1ccccc1)Cc1ccccc1	-6	-0.7	10	-5	0	-1	-2	i	1.5	16
6	OC(c1ccc(Cl)c(F)c1)c1ncc(-c2ccc(Cl)cc2)[nH]1 (centres undefined)	5	5.8*	-8	-4	-1	-1	/	i	0.8	10
7	CC1=C(SCCC#N)S/C(=C2\SC(C)=C(SCCC#N)S2)S1	-4	0.1	1	3	8	-7	1	i	8.3	2
8	CCc1nc(N[C@H](C(=O)O)C(C)C)c2oc3ccccc3c2n1	-2	-0.5	1	-2	2	8	6	i	-1.1	0
9	CC(O)(c1ccccc1)c1nc(-c2ccccc2)cs1 (centres undefined)	-2	-0.3	3	-7	-2	4	/	i	1.5	-10
10	COc1c2ccoc2c(OC(C)=O)c2oc(C)cc(=O)c12	0	-0.7	1	-6	-2	6	-10	i	-1.0	9
11	CC(=O)N1CCc2cc(S(=O)(=O)CCC(=O)NCc3ccc4c(c3)OCO4)ccc21	4	-0.2	10	2	-1	0	0	i	-1.2	-2

Following part.
Below each compound: DNMT1 inh	Tb MetRS inh	CendR NRP1 mod	NadD inh	STEP inh	SUMO1-SIM PPI	Scp1 inh	Neddylation inh	LMPTP block	SKN-1 inh
(31) O=C(Nc1cccc(F)c1)N1CCc2nc(NCc3cccc(Oc4ccccc4)c3)ncc2C1
    31	-0.5	-9	17	1	-4	/	i	5.3	14
(32) CC(NC(=O)N1CCOCC1)c1ccccc1 (centres undefined)
    1	-0.2	-5	-7	-1	-4	-8	i	-3.6	-6
(33) COC(=O)c1ccc(Cl)c(NC(=O)CN2CCN(C)CC2)c1
    0	-0.5	0	-9	4	-2	-1	i	-1.8	9
(34) Cc1cc(O)ccc1Nc1cc(-c2cccc(N(C)C)c2)ncn1
    3	-0.1	-22	0	-1	5	/	i	-0.5	19
(35) COCCCN1C(=O)C(CC(=O)NCc2cccc3ccccc23)CC(C(=O)N2CCOCC2)=C1C (centres undefined)
    4	-0.3	14	-1	0	-1	/	i	-2.0	0
(36) O=C(OCC(=O)N1CCCC1)c1ccc(NS(=O)(=O)c2cccs2)cc1O
    1	-0.6	-7	-7	-3	-1	-8	i	-0.6	2
(37) CCC(C)NC(=O)CCCc1ccccc1 (centres undefined)
    0	-0.3	13	-2	2	1	-10	i	-1.2	17
(38) O=[N+]([O-])c1ccc(-c2ncc(-c3ccc(Br)cc3)o2)cc1
    1	0.1	2	0	0	-9	-10	i	0.8	19
(39) CC(c1ccccc1)n1c(S(=O)(=O)O)nc2ccccc21 (centres undefined)
    -4	-0.6	1	5	1	8	-5	i	-1.1	-6
(40) O=C(O)CCCC(=O)N1CCc2cc(S(=O)(=O)NCc3ccccc3)ccc21
    1	-0.6	10	2	0	4	-1	i	-2.3	4
(41) OC1(c2ccccc2)CN(c2ccccc2)C2=[N+]1CCS2 (centres undefined)
    0	0.5	2	4	4	0	1	i	2.0	4
(42) COc1ccc(-c2nn(Cc3ccccc3)cc2C(=O)N2CCN(c3ncccn3)CC2)cc1OC
    0	-0.5	6	-1	-5	2	1	i	2.4	5
(43) CC(C)C[C@H](CO)Nc1nc(Nc2cccc(Cl)c2)c2ncn(C(C)C)c2n1
    -9	-0.2	-14	-1	-2	4	-8	i	0.4	-12
(44) CC(=O)NC(=S)Nc1ccc(NC(=S)NC(=O)c2cccs2)cc1
    -4	-0.5	2	5	1	11	-2	i	-0.2	21
(45) CC(=O)Nc1ccc2c(CN3C(=O)NC(C)(c4ccc(C)cc4)C3=O)cc(=O)oc2c1 (centres undefined)
    1	0.5	-6	16	-2	-9	-11	/	1.1	0
(46) O=C(CSc1ccccc1)NC1CCCCCCC1
    1	-0.8	13	-5	0	-1	4	i	-0.5	-19
(47) CC1=C(C(=O)OCc2ccccc2)C(c2ccc([N+](=O)[O-])cc2)NC(=O)N1C (centres undefined)
    2	-0.2	-4	8	4	-18	-10	i	0.4	24
(48) CCOC(=O)c1c(C)n(C)c2c(C)cc(O)c(OC(=O)CC)c12
    7	-0.8	-13	-5	13	2	3	i	-1.4	10
(49) CC(C)CNC(=O)c1cccc(NC(=O)c2ccc3c(c2)C(=O)N(C)C3=O)c1
    0	-1.4	7	-1	2	-20	-6	i	-2.2	20
(50) Cn1c2ccccc2c2cc(/C=C(\NC(=O)c3ccccc3)C(=O)NCC(=O)O)ccc21
    0	-0.8	-113	6	-3	-28	0	i	1.8	-8
(51) O=C(CSc1nnc(-c2ccc(F)cc2)c2ccccc12)Nc1cccc(Cl)c1
    8	-1.1	0	20	3	-6	5	i	4.1	10
(52) Cc1cccc(C)c1NC(=O)C(c1ccccc1)N1CCN(c2ccc(C(F)(F)F)cn2)CC1 (centres undefined)
    -9	-0.2	11	3	4	-4	/	i	-0.9	4
(53) COC(=O)C[C@H]1CC[C@@H]2[C@H](COC[C@H](O)CN2S(=O)(=O)c2ccccc2OC)O1
    /	0.0	0	/	/	3	/	i	0.4	0

Assay outcomes as filed in PubChem BioAssay.

Rows were taken by chance; about 4.6% have a hit in one of these screens.
